# Source: PubChem (several laboratories)
# NPY Y1 blocker = antagonists of human neuropeptide Y receptor Y1; AID 1040; HEK293-CNG Y1 cells, membrane potential fluorescence; NPY at EC95, then isoproterenol; P25929; inhibition, % at 3.6 µM; 1% of 200,000 active;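 active means inhibition above the campaign mean inhibition of all tested compounds plus 3 SD, cut at about 20% in these data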;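 further: 0% = DMSO wells given NPY plus isoproterenol and 100% = isoproterenol alone without NPY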
# Target sequence (P25929 whole entry, looked up): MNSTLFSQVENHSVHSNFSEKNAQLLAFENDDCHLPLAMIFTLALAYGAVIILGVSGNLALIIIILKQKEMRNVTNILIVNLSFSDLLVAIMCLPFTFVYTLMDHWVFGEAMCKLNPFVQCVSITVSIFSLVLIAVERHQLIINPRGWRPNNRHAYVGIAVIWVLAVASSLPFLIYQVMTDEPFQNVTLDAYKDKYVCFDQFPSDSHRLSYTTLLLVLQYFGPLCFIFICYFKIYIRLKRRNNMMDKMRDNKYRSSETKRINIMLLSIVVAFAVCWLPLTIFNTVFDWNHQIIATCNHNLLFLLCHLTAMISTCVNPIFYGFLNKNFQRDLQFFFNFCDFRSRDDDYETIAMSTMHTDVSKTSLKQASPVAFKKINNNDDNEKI
#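 Test system – HEK293 Y1/CNG channel cell line · Also added – NPY agonist 25 nM, then isoproterenol 1 µM plus Ro 20-1724 25 µM · Compound dosing – one concentration, 3.6 µM, in 0.4% DMSO · Schedule – compound incubation 1 h at room temperature, readout 45 min post-stimulation · Technique – fluorescence, membrane potential probe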
# EP2 mod = modulates human prostaglandin E2 receptor EP2 signaling; EP2-expressing cells, cAMP HTRF FRET, PGE2 co-stimulation; 0.83% of 260,000 active; P43116; induction, % at 25 µM;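 active means compounds whose cAMP rise, as percent of the full-agonist control response, exceeds 60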;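 further: rat C6 glioma line stably carrying human EP2 under a CMV promoter; the protocol text gives 20 µM as final concentration; 100% = response of wells given 1 µM PGE2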
# Target sequence (P43116 whole entry, looked up): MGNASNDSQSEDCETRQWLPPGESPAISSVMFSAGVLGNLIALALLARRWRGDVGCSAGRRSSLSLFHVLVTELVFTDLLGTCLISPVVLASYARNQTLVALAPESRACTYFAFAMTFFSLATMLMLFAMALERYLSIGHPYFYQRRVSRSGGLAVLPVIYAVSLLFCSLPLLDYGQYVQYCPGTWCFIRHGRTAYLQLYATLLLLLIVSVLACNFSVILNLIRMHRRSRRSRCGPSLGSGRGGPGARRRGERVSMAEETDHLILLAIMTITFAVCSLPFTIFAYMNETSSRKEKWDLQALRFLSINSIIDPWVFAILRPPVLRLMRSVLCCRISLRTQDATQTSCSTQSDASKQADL
# TRPML3 ag = activates the human TRPML3 channel; Q8TDD5; HEK293 TRPML3-YFP, Fluo-8 calcium fluorescence; 100% = the carbachol control signal; activation, % at 3 µM; 0.29% of 220,000 active; AID 1448;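 active means activation above its plate's cutoff, the mean activation of the plate's test wells plus 3 SD, cut at about 12% in these data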;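 further: 0% = DMSO only wells and 100% = carbachol wells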
#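 Test system – HEK293 line with stable expression of human TRPML3-YFP channel · Control set – carbachol 87 µM final as high control (100%), DMSO as low control (0%) · Signal – Fluo-8 calcium dye fluorescence, ex 470-495, em 515-575 nm · Incubation – 1-h 37 °C dye load, 5-s basal, 120-s post-compound reads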
# PGE2 EP2 inh = inhibitors of human EP2 prostaglandin E2 receptor | AID 1422 | C6 glioma cells expressing human EP2, cAMP TR-FRET; cells stimulated with saturating PGE2 | 0.52% of 260,000 active | inhibition, % at 25 µM;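 active means percent inhibition above 40 after rounding to a whole number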;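 further: rat C6 glioma host cells with rolipram phosphodiesterase inhibitor present; the protocol text gives 20 µM as final concentration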
# NPY-Y1 PAM-ag = human NPY-Y1 potentiation or agonism, primary screen; P25929; NPY-Y1 expressing cells, potentiator/agonist activation; activation, % at 3.6 µM; 0.37% of 220,000 active; AID 1304; in the data active means activation above about 33%, passing the limit was not always enough;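 further: cells stimulated with NPY at EC10 then isoproterenol at EC100; 0% = low agonist plus stimulus and 100% = saturating agonist plus stimulus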
# 14-3-3 Bad inh = disrupts binding of bovine 14-3-3 zeta to phospho-Bad peptide; P63103; TR-FRET 14-3-3zeta/Dy647-pBad peptide displacement, 1 h; inhibition, % at 21.7 µM; 0.71% of 220,000 active;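 active means inhibition above about 70%, limit read from the data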;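 further: 0% = full 14-3-3 plus peptide FRET controls and 100% = background without 14-3-3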
# Target sequence (P63103 whole entry, looked up): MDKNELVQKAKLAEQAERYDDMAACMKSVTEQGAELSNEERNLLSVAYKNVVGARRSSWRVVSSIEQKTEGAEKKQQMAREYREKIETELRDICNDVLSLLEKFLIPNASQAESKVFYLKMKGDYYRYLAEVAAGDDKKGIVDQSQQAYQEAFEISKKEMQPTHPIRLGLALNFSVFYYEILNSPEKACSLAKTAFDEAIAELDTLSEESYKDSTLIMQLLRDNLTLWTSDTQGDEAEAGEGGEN
# CHOP inh = blocks CHOP induction under ER stress | CHO-K1 CHOP-promoter luciferase, tunicamycin-induced, 15-18 h | inhibition, % at 10 µM | 3.8% of 220,000 active;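 active means compounds that reduced the stress-induced luciferase reporter signal by more than about 70% of percent inhibition, limit read from the data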;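 further: 0% = tunicamycin plus vehicle and 100% = wells without tunicamycin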
# TRPN1 ag = zebrafish TRPN1 (NompC) channel agonism; HEK293 zebrafish TRPN1-YFP, Fluo-8 calcium fluorescence; 100% = response to 87 µM carbachol; activation, % at 3 µM; 0.18% of 220,000 active;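 active means activation above its plate's cutoff, the mean activation of test wells on that plate plus 3 SD, cut at about 19% in these data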;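 further: 0% = DMSO alone and 100% = 87 µM carbachol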
#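 Control set: carbachol 87 µM as high control, DMSO as low control; system: HEK293 stable line with zebrafish TRPN1-YFP; read-out: % activation versus carbachol response; detection: intracellular calcium fluorescence with Fluo-8; doses: single test compound dose, 3 µM nominal, 0.3% DMSO; schedule: dye 1 h 37 °C plus 30 min RT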
# PPC-1+TRAIL kill = kills PPC-1 cancer cells in the presence of TRAIL. 0.41% of 220,000 active. cell killing (% activity), % at 4 µM. PPC-1 cells + TRAIL, ATPLite viability luminescence;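 active means cell killing above 50% in the first pass at 4 µM, then a duplicate retest at 5 µM averaging 50% or more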;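 further: plate controls were cells with TRAIL plus DMSO for no effect and medium-only wells lacking cells for full effect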
# An asterisk follows results filed as active; · = not tested or not shown; & = joins results of further samples; [ ] = another dose, or the depositor's remark.
SMILES,NPY Y1 blocker,EP2 mod,TRPML3 ag,PGE2 EP2 inh,NPY-Y1 PAM-ag,14-3-3 Bad inh,CHOP inh,TRPN1 ag,PPC-1+TRAIL kill
Cc1cc(OC(=O)CCCNC(=O)OC(C)(C)C)c2c3c(c(=O)oc2c1)CCC3,2,-35,0.9,6,1,-16[fluorescence artefact?],39,-0.4,23
O=P(CN1CCN(c2ccccc2)CC1)(N1CCCCC1)N1CCCCC1,3,6,0.5,5,3,8[fluorescence artefact?],0,0.4,-6
Cc1ccc(-n2c(O)c(C=Nc3ccc(S(=O)(=O)N(C)C)cc3)c(=O)[nH]c2=O)cc1,-1,2,0.3,10,-2,-2,26,0.4,-6
CC(C)NCC(O)c1ccc(C2CCCC2)cc1 (configuration not stated),0,12,1.9,4,4,-19[fluorescence artefact?],28,0.8,6
CC(=NCc1ccco1)c1c(O)n(-c2ccc(Cl)cc2)c(=O)[nH]c1=O,·,-10,0.3,8,16,-1,8,-0.2,1
O=C(C[N+]12CCN(CC1)CC2)NCCc1ccc(Cl)cc1Cl,-2,16,0.8,9,25,-9,-29,-0.5,33
CCOC(=O)C(NC(=O)CC)(Nc1ccc(C(O)(C(=O)OCC)C(F)(F)F)cc1C)C(F)(F)F (configuration not stated),-1,-14,0.5,7,3,-1[fluorescence artefact?],-34,-1.3,5
CCCCn1c(NS(=O)(=O)c2ccc(C)cc2)c(C(=O)OCC)c2nc3ccccc3nc21,6,10,0.0,15,3,17,20,-0.9,11
COc1ccc(CCNC(C)CCc2ccc(OC)cc2)cc1 (configuration not stated),2,0,1.1,7,-35,-2,18,-0.1,-18
C[N+]12CCC(CC1)C(C(O)(c1ccccc1)c1cccs1)C2 (configuration not stated),-4,1,0.1,1,3,22[fluorescence artefact?],-4,0.1,4
CCC(CO)(C(=O)OC1C[N+]2(C)CCC1CC2)c1ccccc1 (configuration not stated),-2,-22&7,0.9,9&6,7,7,-9,0.0,6
CCc1c(C)nc(N)nc1N1N=C1SC,5,26,0.9,6,-3,-8,-1,-0.6,-16
CCCNc1nc(OC)nc(N2CC3CC(C2)c2cccc(=O)n2C3)n1 (configuration not stated),-3,11,0.9,6,19,-5,9,-0.8,4
Cc1cc(Br)c(NC(=O)CN2CC=C(c3ccccc3)CC2)c(Br)c1,10,-79,-0.5,9,7,-10,37,-1.2,19
CCCCn1c(O)c(C(CC)=NCCCn2ccnc2)c(=O)[nH]c1=O,·,-4,0.8,5,12,-1,4,1.5,1
CCC(CC)C1C(C#N)=C(N)Oc2c1c(=O)oc1ccccc21 (configuration not stated),-13,9,0.9,21,0,-4[fluorescence artefact?],19,4.3,34
COc1ccc(S(=O)(=O)Cc2ccc(C(=O)N3CCC4(CC3)OCCO4)o2)cc1,-3,7,0.2,5,6,2,-15,0.6,-13
Fc1ccc(NC2=NCCS2)cc1Cl,0,18,-0.2,10,4,1,17,-0.6,-4
CN1CCN(c2ccc([N+](=O)[O-])cc2Cl)CC1,3,-44,0.8,5,8,-2,-20,2.2,-4
Clc1cccc(Cl)c1CN1CCN(c2ccccc2)CC1,9,13,0.1,8,7,46[fluorescence artefact?],57,-0.4,2

# Fetched by compound from above (2):
SMILES,NPY Y1 blocker,EP2 mod,TRPML3 ag,PGE2 EP2 inh,NPY-Y1 PAM-ag,14-3-3 Bad inh,CHOP inh,TRPN1 ag,PPC-1+TRAIL kill
CN1CCN(c2ccc([N+](=O)[O-])cc2Cl)CC1,3,-44,0.8,5,8,-2,-20,2.2,-4
CCOC(=O)C(NC(=O)CC)(Nc1ccc(C(O)(C(=O)OCC)C(F)(F)F)cc1C)C(F)(F)F (configuration not stated),-1,-14,0.5,7,3,-1[fluorescence artefact?],-34,-1.3,5

# Sorted by heavy-atom count (low to high): part of the list above.
SMILES,NPY Y1 blocker,EP2 mod,TRPML3 ag,PGE2 EP2 inh,NPY-Y1 PAM-ag,14-3-3 Bad inh,CHOP inh,TRPN1 ag,PPC-1+TRAIL kill
Fc1ccc(NC2=NCCS2)cc1Cl,0,18,-0.2,10,4,1,17,-0.6,-4
CCc1c(C)nc(N)nc1N1N=C1SC,5,26,0.9,6,-3,-8,-1,-0.6,-16
CN1CCN(c2ccc([N+](=O)[O-])cc2Cl)CC1,3,-44,0.8,5,8,-2,-20,2.2,-4
CC(C)NCC(O)c1ccc(C2CCCC2)cc1 (configuration not stated),0,12,1.9,4,4,-19[fluorescence artefact?],28,0.8,6
Clc1cccc(Cl)c1CN1CCN(c2ccccc2)CC1,9,13,0.1,8,7,46[fluorescence artefact?],57,-0.4,2
C[N+]12CCC(CC1)C(C(O)(c1ccccc1)c1cccs1)C2 (configuration not stated),-4,1,0.1,1,3,22[fluorescence artefact?],-4,0.1,4
COc1ccc(CCNC(C)CCc2ccc(OC)cc2)cc1 (configuration not stated),2,0,1.1,7,-35,-2,18,-0.1,-18
Cc1cc(Br)c(NC(=O)CN2CC=C(c3ccccc3)CC2)c(Br)c1,10,-79,-0.5,9,7,-10,37,-1.2,19
CCCNc1nc(OC)nc(N2CC3CC(C2)c2cccc(=O)n2C3)n1 (configuration not stated),-3,11,0.9,6,19,-5,9,-0.8,4
O=P(CN1CCN(c2ccccc2)CC1)(N1CCCCC1)N1CCCCC1,3,6,0.5,5,3,8[fluorescence artefact?],0,0.4,-6
Cc1cc(OC(=O)CCCNC(=O)OC(C)(C)C)c2c3c(c(=O)oc2c1)CCC3,2,-35,0.9,6,1,-16[fluorescence artefact?],39,-0.4,23
Cc1ccc(-n2c(O)c(C=Nc3ccc(S(=O)(=O)N(C)C)cc3)c(=O)[nH]c2=O)cc1,-1,2,0.3,10,-2,-2,26,0.4,-6
CCCCn1c(NS(=O)(=O)c2ccc(C)cc2)c(C(=O)OCC)c2nc3ccccc3nc21,6,10,0.0,15,3,17,20,-0.9,11
CCOC(=O)C(NC(=O)CC)(Nc1ccc(C(O)(C(=O)OCC)C(F)(F)F)cc1C)C(F)(F)F (configuration not stated),-1,-14,0.5,7,3,-1[fluorescence artefact?],-34,-1.3,5

# (continued)
SMILES,NPY Y1 blocker,EP2 mod,TRPML3 ag,PGE2 EP2 inh,NPY-Y1 PAM-ag,14-3-3 Bad inh,CHOP inh,TRPN1 ag,PPC-1+TRAIL kill
CCOP(=O)(OCC)C(CC)N1CCOCC1 (configuration not stated),4,9,1.1,15,-16,20,-3,-0.1,9
Cc1n[nH]c(C)c1CCN,1,5&1,0.2,1&9,5,6,19,1.2,-2
COC(=O)CC1(CC(=O)OC)C(=O)NC(=O)NC1=O,11,19,-0.2,0,18,7,32,-1.7,-5
CN1C(=O)COc2c(C(=O)NC3CN4CCC3CC4)cc(Cl)cc21 (configuration not stated),9,·,0.7,10,-4,6,7,0.9,16
CCOC(=O)[C@@]1(C#N)[C@@H]2C=CC(C(N)=O)=CN2[C@@H](C(N)=O)[C@@H]1c1cccc(Cl)c1,-6,34,0.0,7,-5,-5,-1,0.7,-8
CCCCC(=O)N/N=C/c1c(O)n(CCC2=CCCCC2)c(=O)[nH]c1=O,·,-6,-0.1,8,11,-16,67,-1.2,12
O=c1[nH]c2ccccc2c(=O)n1-c1ccc(Cl)cc1Cl,1,-25,0.4,5,3,-8,24,-0.3,12
O=C1NC(=O)N(c2ccccc2)C(=O)/C1=C\c1ccccc1[N+](=O)[O-],·,-71,0.5,13,20,-1,3,2.4,-13
CCOc1ccc(N=Cc2c(O)n(-c3cc(C)cc(C)c3)c(=O)[nH]c2=O)cc1,·,-3,0.1,7,16,6,49,0.2,-1
O=C(O)c1cccc2c1NC(C(=O)O)C1CC(Sc3ccccc3[N+](=O)[O-])C(Cl)C21 (configuration not stated),7,-50,-0.2,15,-4,29,41,0.6,13
Cc1ccc(S(=O)(=O)N2CCCCC2)cc1NC(=O)CN1CC=C(c2ccccc2)CC1,6,9,-0.1,1,-12,-1,19,0.4,5
CSCCC(N=Cc1c(O)n(-c2ccc(F)cc2)c(=O)[nH]c1=O)C(=O)OC(C)(C)C (configuration not stated),-3,3,0.8,5,-11,-9,-19,-0.3,12
CC(C)CCn1c(N)c(C(=O)OCC2CCCO2)c2nc3ccccc3nc21 (configuration not stated),5,8,-0.3,19,1,6[fluorescence artefact?],23,-0.9,6
CNCCc1c(C)n[nH]c1C,4,-5,0.3,15,-7,-5[fluorescence artefact?],20,-1.7,27
CCOC(=O)C(O)(c1cn(C)c2ccccc12)C(F)(F)F (configuration not stated),4,3,-0.8,8,-15,-2,47,-1.1,6
O=c1c2ccccc2nc(Cc2cccc([N+](=O)[O-])c2)n1-c1ccc(O)cc1,·,-14,0.5,3,-11,-4,-5,1.0,-2
CC(C)(C)[C@]1(O)C[C@@H]2OC(=O)C[C@@]23C(=O)O[C@@H]2OC(=O)[C@H](O)[C@]213,-3,17,0.8,9,3,-9[fluorescence artefact?],1,6.0,5
O=[N+]([O-])c1ccc(N2CCNCC2)c(Cl)c1,1,-29,0.8,6,-1,-3,16,0.8,6
CN1CCN(S(=O)(=O)c2cnc(Cl)c(Br)c2)CC1,1,7,0.2,12,-1,-1[fluorescence artefact?],-4,0.8,3
O=c1[nH]c(=O)n(Cc2ccccc2)c(O)c1C=NCCN1CCOCC1,7,9,-0.1,8,13,12,-3,0.1,33
C=CCn1c(=O)c(C=Nc2cccc([N+](=O)[O-])c2)c(O)n(CCCC)c1=O,0,25,0.8,6,-9,1,-14,2.4,-4
O=c1[nH]c(=O)n(Cc2ccccc2Cl)c(O)c1/C=C1/C=CC=N1,-4,-77,1.2,8,1,0,-19,0.0,11
Cc1ccc(OP(=O)(NCc2ccccc2)Oc2ccc(C)cc2)cc1,8,7,0.1,9,-2,6,58,0.1,8
CC(C(O)c1ccccc1)N(C)CCn1cnc2c1c(=O)n(C)c(=O)n2C (configuration not stated),9,-4,1.5,9,2,-14,2,-0.2,8
CC(C)(C)n1cc(C(=O)c2ccccc2)cc1-c1ccccc1,·,8,0.3,11,14,-1,20,-2.2,1
O=c1c2ccccc2nc(/C=C/c2ccco2)n1-c1ccccc1O,·,-2,0.8,8,1,8,-8,2.1,-16
CCCCNC(=S)N1CCn2cccc2C1c1cccnc1 (configuration not stated),-2,-27,-0.1,1,20,-10,-2,-1.0,-20
Cn1c(O)c(C=NCCN2CCN(C(=O)c3ccccc3)CC2)c(=O)n(C)c1=O,0,·,0.2,20,-7,·,·,1.7,13
CC1CCN(CC(=O)c2ccc3c(c2)OCCO3)CC1,2,37,0.7,8,4,8,37,-0.1,8
Cc1ccc(S(=O)(=O)CC(C)(O)C(=O)Nc2cccc(C(F)(F)F)c2)cc1 (configuration not stated),0,12,0.2,2,-11,-21,40,-0.1,1

# These rows are one share of the data; rates above refer to the full screens.
